Source: PubChem
Wnt bcat act – activates Wnt/beta-catenin signaling in a reporter cell assay; 300,000 tested, 1.2% active; activation, % at 9.35 µM; AID 743398; activator, plate reader; in the data active = activation above about 30%, passing the limit was not always enough;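 also: 0% = neutral control wells and 100% = positive control wells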
Starred values were filed as active, the others as inactive.

A first look:
SMILES | Wnt bcat act
CCc1cccc(CC)c1NC(=O)C(CC)Sc1nc2ccsc2c(=O)n1CCC(=O)O (stereo not given) | 3.8
COc1ccc(C(C)(O)c2nc(-c3ccc(OC)c(OC)c3)cs2)cc1 (stereo not given) | -0.4
CCCNC(=O)C1(C)CCCN(C(=O)c2ccc3snnc3c2)C1 (stereo not given) | -0.3
NC(Cc1ccccc1)c1csc(Nc2ccc(C(=O)c3ccccc3)cc2)n1 (stereo not given) | -4.4
CCCCNC(=O)C1c2ccccc2OCC(=O)N1Cc1ccccn1 (stereo not given) | -1.3
CN1CCCN(c2cc(-c3ccc4ccccc4c3)nc3ccnn23)CC1 | 0.2

The list itself, from the start:
SMILES | Wnt bcat act
CCc1cccc(CC)c1NC(=O)C(CC)Sc1nc2ccsc2c(=O)n1CCC(=O)O (stereo not given) | 3.8
COc1ccc(C(C)(O)c2nc(-c3ccc(OC)c(OC)c3)cs2)cc1 (stereo not given) | -0.4
CCCNC(=O)C1(C)CCCN(C(=O)c2ccc3snnc3c2)C1 (stereo not given) | -0.3
NC(Cc1ccccc1)c1csc(Nc2ccc(C(=O)c3ccccc3)cc2)n1 (stereo not given) | -4.4
CCCCNC(=O)C1c2ccccc2OCC(=O)N1Cc1ccccn1 (stereo not given) | -1.3
CN1CCCN(c2cc(-c3ccc4ccccc4c3)nc3ccnn23)CC1 | 0.2
Cc1cc2c(cc1C)-n1nnnc1C(N(C)Cc1ccccc1)C(=O)N2 (stereo not given) | -1.7
COc1ccc(Cc2n[nH]c(=S)n2-c2cc(C)ccc2C)cc1OC | -2.0
Cc1ccc(OC(=O)N(C)C[C@H]2OCc3cn(nn3)CCCC(=O)N([C@@H](C)CO)C[C@@H]2C)cc1 | -1.1
COc1ccc(NC(=O)Nc2nnc([C@H]3C[C@H](O)[C@@H](CO)O3)s2)cc1 | -1.5
CC(=O)Nc1cccc(-c2ccnc3c2CC(C(=O)NCc2cccc(Cl)c2)O3)c1 (stereo not given) | -0.5
O=C(CN1CCC(Cc2ccccc2)CC1)Nc1ccc2c(c1)OCCO2 | -2.3
CC1(Oc2ccccc2)CCN(Cc2ccc(-c3ccccn3)cc2)C1 (stereo not given) | -2.5
COCCCN1C(=O)C(CC(=O)NC2CCCCC2)CC(C(=O)N2CCCCCC2)=C1C (stereo not given) | 0.1
COc1ccc(C(O)c2ncc(-c3cccc(OC)c3)[nH]2)cc1 (stereo not given) | -0.9
CCN1C(=O)N[C@H]2C[C@H](C(=O)N3CCCC3)[C@H](C)[C@H](c3ccccc3)C[C@H]21 | -2.1
O=C(CCCN1CCC(C(O)c2ccc(F)cc2)CC1)c1ccc(F)cc1 (stereo not given) | -0.3
CC(=O)c1ccc(Nc2nc(C(C)N)cs2)cc1 (stereo not given) | 3.8
CCC(c1nnnn1C1CCCC1)N1CCN(C/C=C/c2ccccc2)CC1 (stereo not given) | -1.8
Cc1noc(C)c1C(=O)N1CCC1(C)C(=O)NS(=O)(=O)c1ccc(Cl)cc1 (stereo not given) | 15.7
CCCCNc1ccc2c(c1)OC[C@@H](C)NS2(=O)=O | -2.8
Cc1cc(Br)cn2c(CC(C)(C)C)c(-c3cccc(Cl)c3)nc12 | -4.2
CCOC(=O)C1=CCC(c2cccs2)N(S(=O)(=O)c2ccc(C)cc2)C1 (stereo not given) | -1.3
CCOc1ccccc1-c1cnc(NC)cn1 | -0.8
COC(=O)c1ccc2nc(-c3ccc(C#N)cc3)c(Cc3cccc(Cl)c3)n2c1 | -1.6
O=C(O)CC(Sc1ccc(Cl)cc1)C(=O)Nc1ccccc1 (stereo not given) | 3.4
CC(=O)NC(c1cccc(F)c1)c1nc(-c2ccccc2)cs1 (stereo not given) | -1.6
Cc1ccnc(NC(=O)c2ccc(Cl)cc2Cl)n1 | 0.1
CCOC(=O)N(C)[C@H]1C[C@H]2c3[nH]c4ccccc4c3CCN2C[C@H]1[C@H](C)O | -0.4
O=C(NCc1ccco1)c1ccc2nc([C@@H]3O[C@H](CO)[C@H](O)[C@H](O)[C@H]3O)[nH]c2c1 | -0.3
CCCC(C)(C)C(=O)N1CCC1(C)C(=O)NS(=O)(=O)c1cccc(Cl)c1 (stereo not given) | 1.2
CC1=C(C(=O)OCc2ccccc2)C(c2ccc(Cl)cc2)NC(=O)N1CCCC(=O)O (stereo not given) | -16.3
CC(C)OC1=CC(=O)OC(c2cccc(Cl)c2)C1 (stereo not given) | -1.7
CCOC1=C2[C@H](c3ccccc3)N(S(=O)(=O)c3ccc(C)cc3)C[C@H]2n2c(=O)n(-c3ccccc3)c(=O)n2C1 | -1.9
Cc1ccccc1S(=O)(=O)N(C)C[C@H]1OCc2cnnn2CCCC(=O)N([C@H](C)CO)C[C@@H]1C | -1.1
CCOC(=O)C1=C[C@@H](CC)N(S(=O)(=O)c2ccc(C)cc2)[C@H]1c1cccs1 | -2.5
CCCCN1C(=O)C(CC(=O)NCc2cccc3ccccc23)CC(C(=O)N(C(C)C)C(C)C)=C1C (stereo not given) | -2.0
CCOc1ccc(CCNC(=O)COC(=O)c2n[nH]c3ccccc23)cc1OCC | -2.8
CCCCNC(=O)C1c2ccccc2OCC(=O)N1CCOC (stereo not given) | -0.3
CCc1nc2ccc(C(=O)NCCNC(C)=O)cn2c1N(C)Cc1ccc(OC)cc1 | -3.9
CCNC(=O)N(C)[C@H]1C[C@H]2c3[nH]c4c(-c5ccccc5)cccc4c3CCN2C(=O)[C@H]1[C@H](C)O | 0.1
COc1ccc(CN2CCN(Cc3c[nH]c4ccccc34)CC2)cc1OC | -1.9
Cn1cnc([N+](=O)[O-])c1Sc1nnc(-c2ccccc2)c(-c2ccccc2)n1 | -3.6
CCOC(=O)CN1C(=O)N(c2ccc(OC)cc2)[C@H]2CC3c4ccccc4C[C@]3(C)[C@@H](C(=O)N(C)C3CCCCC3)C[C@H]21 (stereo not given in full) | -3.7
O=C(/C=C/[C@H]1O[C@@H](n2ccc(=O)[nH]c2=O)[C@H](O)[C@@H]1O)NCc1ccco1 | -3.0
O=C1C(=Cc2ccc(F)cc2)Cc2ccccc21 | -1.8
CCCCS(=O)(=O)N1CCCc2nc(C)c(C)cc21 | -0.4
O=C(NCc1nnnn1-c1ccc(F)cc1)c1cc2ccccc2o1 | 1.6
O=C(N[C@H](C(=O)N1CCC[C@H]1C(=O)NC1CCCC1)C1CCCCC1)c1ccco1 | 2.5
CC(C)C[C@@H](CN1CCC[C@H]1CN1C(=O)C(=O)NC[C@@H]1Cc1ccc(O)cc1)N1C[C@H](Cc2ccc(O)cc2)N(CCc2ccccc2)C(=O)C1=O | -3.1
CC(C(=O)NCc1ccccc1)n1c(CSCCOc2ccccc2)nc2ccccc21 (stereo not given) | -0.6
CCOC1=C2[C@@H](CN(S(=O)(=O)c3ccc(C)cc3)[C@H]2c2cccc3ccccc23)[C@H]2C(=O)N(C3CCCCC3)C(=O)[C@H]2C1 | -2.4
COc1ccccc1CNc1nc(NCc2ccccc2SC)c2sccc2n1 | -3.0
S=C(NN=C1CCCCC1=NNC(=S)N1CCOCC1)N1CCOCC1 | 1.0
CCOC(=O)C(Cc1ccccc1)C1(C)Oc2ccccc2O1 (stereo not given) | 2.8
C[C@H]1CN([C@@H](C)CO)C(=O)CCCn2cc(nn2)CO[C@@H]1CN(C)C(=O)C1CC1 | -1.0
Cc1ccc(CN2CCC2(C)C(=O)NC(C)C)cc1 (stereo not given) | -2.7
O=C(Nc1ccccc1)c1cc(C2COCCN2C(=O)CCCc2ccccc2)on1 (stereo not given) | 0.0
Cc1cccc(C)c1-n1nnnc1C1(C)CCC(=O)N1CCCN1CCOCC1 (stereo not given) | -2.8
COc1cccc(-c2ccc3nccn3c2)c1 | -2.9
The results go on.
SMILES | Wnt bcat act
Cc1cccc(C)c1-n1nnnc1C(C1CC1)N1CCN(C/C=C/c2ccccc2)CC1 (stereo not given) | -0.9
CCOC(=O)C1=C[C@@H](C2CCCC2)N(S(=O)(=O)c2ccc([N+](=O)[O-])cc2)[C@H]1c1ccccc1 | -0.9
O=C(c1ccccc1)N1CCC2CCN(S(=O)(=O)c3ccccc3)CC21 (stereo not given) | 1.5
Cc1cccc(C)c1NC(=O)C1(C)CSCC(=O)N1CCCn1ccnc1 (stereo not given) | 2.7
C[C@H](O)[C@@H]1C(=O)N2CCc3c([nH]c4c(-c5ccccc5)cccc34)[C@@H]2C[C@@H]1N(C)C(=O)c1ccco1 | -1.8
CCc1nc2ccc(C(=O)NCc3ccc(OC)cc3)cn2c1N(CCC(C)C)CCN(C)C | -0.5
CCCCNC(=O)C1(C)CCCCN1C(=O)c1cccs1 (stereo not given) | 39.2*
O=C(CC[C@H]1O[C@@H](n2cnc3c(NC(=O)c4ccccc4)ncnc32)[C@H](O)[C@@H]1O)NCc1cccs1 | -2.4
O=C(Nc1ccc(F)c(Cl)c1)c1cc(C2CCCCN2C(=O)c2ccc(Cl)cc2)on1 (stereo not given) | -1.9
O=Cc1coc([B-](F)(F)F)c1 | -3.2
CC(C)[C@@H](C)/C=C/[C@@H](C)[C@H]1CC[C@@H]2[C@]1(C)CCC1[C@]23C=C[C@]2(C[C@@H](O)CC[C@]12C)N(c1ccc(F)cn1)O3 (stereo not given in full) | -4.9
Cc1nc2ccc(C(=O)N(C)Cc3ccco3)cn2c1N(C)CC1CCCCC1 | -4.7
CCCCNC(=O)C1(C)CCCCN1C(=O)c1ccc2ccccc2n1 (stereo not given) | -2.9
CC(C)C[C@H]1COc2cc(Br)ccc2S(=O)(=O)N1Cc1ccc(Cl)cc1 | -2.6
COc1ccc(OC)c(C(O)c2ncc(-c3cccc4ccccc34)[nH]2)c1 (stereo not given) | -6.7
CCCCNC(=O)C1(C)CCCCN1C(=O)c1c(Cl)cccc1Cl (stereo not given) | 4.5
COc1ccc(C(Cl)=C(C=O)c2ccc(OC)c(OC)c2)cc1OC | -1.1
CN(Cc1ccccc1)Cc1cc(=O)oc2ccc3ccccc3c12 | -2.0
CCCC(=O)N1CCC1(C)C(=O)NS(=O)(=O)c1ccc(Cl)cc1 (stereo not given) | -2.2
Cc1cccc(C)c1-n1nnnc1C(c1ccccc1)N1CCN(C/C=C/c2ccccc2)CC1 (stereo not given) | -1.9
CC(C)[C@@H](CO)NC(=O)[C@H]1O[C@@H](n2cnc3c(N)ncnc32)[C@H](O)[C@@H]1O | -2.5
Cn1c(=O)c2cc(NC(=O)NCc3ccc(Cl)cc3Cl)ccc2n1Cc1ccc(F)cc1 | -0.7
Cc1cc2c(nc1C)CCCN2S(=O)(=O)c1c(C)noc1C | 0.4
COc1cccc(S(=O)(=O)N(C)C[C@@H]2Oc3ncc(Br)cc3C(=O)N([C@H](C)CO)C[C@@H]2C)c1 | -1.5
O=C(Nc1cccc(Oc2ccccc2)c1)C1Cc2c(-c3cccc(F)c3)ccnc2O1 (stereo not given) | -1.9
CC1(C)OC(=O)C2=C(C[C@@H](C3CCCC3)O[C@H]2c2ccc(Cl)cc2)O1 | -2.5
OCC[C@@H]1C[C@H](O)[C@@H](O)[C@]2(OCc3cc(C(F)(F)F)ccc32)O1 | -3.7
CCCNC(=O)C1(C)CCCN(C(=O)c2oc3ccccc3c2C)C1 (stereo not given) | 0.4
CC(C)(C)S(=O)N1Cc2cc(C(=O)NCC(F)(F)F)nc(-c3cccc(-c4cccc(F)c4)c3)c2[C@@H]1CCO (stereo not given in full) | -2.4
CN1CCCC(C)(C(=O)Nc2ccc(-n3cccc3)cc2)C1 (stereo not given) | -0.9
CCOC(=O)C1=CCC2C(=O)N(CC)C(=O)C12 (stereo not given) | -1.7
Cc1cc(Br)cn2c(Cc3cccc(F)c3)c(-c3ccccc3)nc12 | -2.3
CC1(C(=O)NS(=O)(=O)Cc2ccccc2C(F)(F)F)CCN1C(=O)Cc1ccsc1 (stereo not given) | -1.3
CCN(CC)CCN(C)C(c1cc2ccccc2o1)c1nnnn1C(C)(C)C (stereo not given) | -2.1
COc1ccc(OC)c(NC(=O)Nc2nc(CN(C)C)cs2)c1 | -1.1
CCCCn1nnnc1C(c1cccc(OC)c1OC)N1CCN(C/C=C/c2ccccc2)CC1 (stereo not given) | -1.5
CCCCNC(=O)C1(C)CCCCN1C(=O)c1c(C)noc1C (stereo not given) | 32.7*
C=C(C)Cn1c2ccc(NC(=O)NCCc3cccs3)cc2c(=O)n1C | -1.1
COC(=O)c1cc2c(c3c4cc(C)ccc4n(S(=O)(=O)c4cccc(C)c4)c13)C(=O)N(Cc1ccc(N(C)C)cc1)C2 | -7.9
COc1ccc(CCNC(=O)Nc2nc(C(N)CCc3ccccc3)cs2)cc1OC (stereo not given) | 0.2
CC(C)C[C@@H](CN1CCC[C@H]1CN1C(=O)C(=O)NC[C@@H]1Cc1ccccc1)N1C[C@H](Cc2ccccc2)N(CCc2ccccc2)C(=O)C1=O | -7.7
Cc1ccc(S(=O)(=O)N(C)[C@H]2C[C@H]3c4[nH]c5ccccc5c4CCN3C[C@H]2[C@H](C)O)cc1 | -1.5
COc1ccc(C(C)=O)cc1Cn1c(C)c(C(=O)NCc2ccc3c(c2)OCO3)sc1=O | -3.7
O=C(NC1CC1)c1ccc2sc([C@H]3C[C@H](O)[C@@H](CO)O3)nc2c1 | -0.3

In a second layout: results already given.
CC(C)C[C@@H](CN1CCC[C@H]1CN1C(=O)C(=O)NC[C@@H]1Cc1ccccc1)N1C[C@H](Cc2ccccc2)N(CCc2ccccc2)C(=O)C1=O
  Wnt bcat act: -7.7

Cc1ccc(S(=O)(=O)N(C)[C@H]2C[C@H]3c4[nH]c5ccccc5c4CCN3C[C@H]2[C@H](C)O)cc1
  Wnt bcat act: -1.5

Wnt bcat act, hit marks shown above.
SMILES | Wnt bcat act
CCCCNC(=O)C1(C)CCCCN1C(=O)c1cccs1 (stereo not given) | 39.2*
CCCCNC(=O)C1(C)CCCCN1C(=O)c1c(C)noc1C (stereo not given) | 32.7*

This is a subset (hit frequency here may not be typical).
